Bioassay records (PubChem BioAssay)
TAAR1 antagonist: human TAAR1 antagonism. Q96RJ0. 1.5% of 360,000 active. CHO RD-HGA16 TAAR1, Fluo-8 calcium fluorescence, antagonist. AID 624466. inhibition, % at 3 µM;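 active means inhibition above a per-plate cutoff, the mean inhibition of test compounds on that plate plus 3 SD, cut at about 49% in these data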;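 further: 0% = DMSO plus EC80 beta-PEA response and 100% = DMSO alone without agonist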
Target sequence (Q96RJ0 whole entry, looked up): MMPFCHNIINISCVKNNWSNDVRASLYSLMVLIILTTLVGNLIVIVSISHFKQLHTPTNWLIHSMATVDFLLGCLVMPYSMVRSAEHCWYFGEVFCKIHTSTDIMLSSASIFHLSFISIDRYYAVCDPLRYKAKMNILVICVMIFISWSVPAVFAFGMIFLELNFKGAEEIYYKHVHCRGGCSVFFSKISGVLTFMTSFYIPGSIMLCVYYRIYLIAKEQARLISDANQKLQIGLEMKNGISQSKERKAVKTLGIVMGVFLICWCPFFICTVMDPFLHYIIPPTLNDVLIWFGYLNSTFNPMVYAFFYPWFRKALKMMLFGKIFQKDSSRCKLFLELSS
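Test system: RD-HGA16 CHO cells with stable hTAAR1 and Gα16 / Probe or stimulus: EC80 β-phenethylamine stimulus / Times: seeding 17-24 h prior, 75-min 37 °C, 30-min RT dye loading / Detection: Fluo-8 calcium-sensitive fluorescence / Read-out basis: % inhibition scaled between DMSO and EC80 PEA controls / Repeats: singlicate, one well per test compound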
OXTR potentiate: human OXTR potentiation. CHO-OTR cells, Fluo-8 calcium fluorescence, potentiator mode; 0% = oxytocin EC15, 100% = EC100. activation, % at 3 µM. AID 2445. 0.061% of 320,000 active;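 active means activation above that plate's cutoff, the mean activation of tested compounds plus 3 SD, cut at about 6.6% in these data, passing the limit was not always enough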;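 further: 100% uses oxytocin at 75 nM as the full agonist control; some results filed as inactive read as strong as hits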
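System: human OTR in CHO cells; Also added: sub-maximal oxytocin, roughly EC15; Timing: compound 6 min at room temperature before oxytocin, 100 s read; Technique: Fluo-8 intracellular calcium fluorescence, ex 470-495, em 515-575 nm; Controls: oxytocin EC15 low and EC100 high; Replication: singlicate.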
CHRM1 agonist: human M1 muscarinic receptor agonism; P11229; CHO-K1 hM1, Fluo-8 calcium fluorescence, agonist mode; 0% DMSO, 100% acetylcholine EC100; activation, % at 3 µM; 0.33% of 360,000 active; AID 588814;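 active means activation above the run's mean compound activation plus 3 SD, cut at about 16% in these data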;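 further: peak over basal fluorescence ratio within a 140 s kinetic read after compound addition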
Target sequence (P11229 whole entry, looked up): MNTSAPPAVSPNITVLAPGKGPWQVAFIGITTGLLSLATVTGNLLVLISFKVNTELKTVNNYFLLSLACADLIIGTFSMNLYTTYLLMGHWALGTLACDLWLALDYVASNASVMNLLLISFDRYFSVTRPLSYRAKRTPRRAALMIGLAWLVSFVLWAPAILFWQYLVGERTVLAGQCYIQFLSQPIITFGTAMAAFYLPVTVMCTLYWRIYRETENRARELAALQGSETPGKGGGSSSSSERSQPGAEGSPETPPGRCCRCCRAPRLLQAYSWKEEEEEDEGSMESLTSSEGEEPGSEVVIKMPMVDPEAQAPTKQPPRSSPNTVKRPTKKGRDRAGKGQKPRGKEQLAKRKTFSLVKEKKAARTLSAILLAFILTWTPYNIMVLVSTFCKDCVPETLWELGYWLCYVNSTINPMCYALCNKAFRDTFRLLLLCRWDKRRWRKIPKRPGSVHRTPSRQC
M1 PAM parental: counter-screen for M1 PAMs: effect in parental CHO-K1 cells | ATP EC20, Fluo-8 calcium fluorescence; 0% at ATP EC20, 100% at ATP max | activation, % at 3 µM | 0.02% of 360,000 active;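 active means activation above the run cutoff, the mean activation of all test compounds plus 3 SD, cut at about 40% in these data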;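 further: peak over basal fluorescence ratio in a 140 s read after ATP addition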
V1R ag counter: V1a receptor agonism, counter-screen for OXTR agonists | activation, % at 3 µM | AID 2797 | P37288 | 0.25% of 320,000 active | CHO-V1R cells, Fluo-8 calcium fluorescence, agonist mode; 0% DMSO, 100% 3 nM vasopressin;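 active means activation above the mean activation of all tested compounds plus 3 SD, per screening run, cut at about 20% in these data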;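 further: signal is peak over basal fluorescence ratio across a 100 second FLIPR read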
CHO parental Ca: signal in parental CHO cells, OX1R antagonist counter-screen. parental CHO-K1, ATP-induced calcium, Fluo-8 fluorescence. inhibition, % at 5.6 µM. 0.63% of 330,000 active. AID 463079;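 active means inhibition above that plate's mean sample inhibition plus 3 SD, cut at about 26% in these data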;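 further: 0% = ATP-challenged DMSO wells and 100% = DMSO wells without ATP; some compounds past the cut are filed as inactive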
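Test system: parental CHO cells; detection: calcium-sensitive Fluo-8 fluorescence; evaluation: percent inhibition of calcium signal; also added: ATP as calcium-mobilizing challenge; repeats: one well per compound; control set: ATP-challenged DMSO wells low, unchallenged DMSO wells high; compound: single nominal dose of 5.6 µM per compound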
CHO-K1 Ca antag: M1 antagonist counterscreen hit in parental CHO-K1 cells; ATP-induced calcium, Fluo-8 fluorescence; inhibition, % at 3 µM; 0.6% of 360,000 active;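 active means inhibition above a per-plate cutoff, the plate's mean sample inhibition plus 3 SD, cut at about 24% in these data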;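 further: 0% = DMSO plus EC80 ATP and 100% = DMSO alone without ATP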
CHO-K1 Ca ag: M1 agonist counterscreen hit in parental CHO-K1 cells; Fluo-8 calcium fluorescence; scaled to maximal ATP response, vehicle zero; 0.48% of 360,000 active; activation, % at 3 µM; in the data active means activation above about 15%;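 further: untransfected CHO-K1 host cells lacking M1 receptor as counterscreen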
TAAR1 ag: agonists of human TAAR1 | CHO RD-HGA16 TAAR1, Fluo-8 calcium fluorescence; vehicle wells 0%, saturating PEA agonist 100% | activation, % at 3 µM | 0.99% of 360,000 active;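 active means activation above the mean activation of all test compounds in the run plus 3 SD, cut at about 38% in these data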
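test system = CHO RD-HGA16 cells carrying human TAAR1 plus Gα16 | schedule = 17-24 h seeding, 75 min 37 °C dye, 30 min RT | compound dosing = 3 µM single concentration | control set = DMSO and PEA EC100 | replicates = n 1 | signal = Fluo-8 fluorescence, 5 s baseline then 140 s kinetic read | measure = percent activation vs PEA EC100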
* = called active by the depositor; · = not tested or not shown. This is a random part of the collection. About 3.3% of those tested had a hit in this group.

SMILES	TAAR1 antagonist	OXTR potentiate	CHRM1 agonist	M1 PAM parental	V1R ag counter	CHO parental Ca	CHO-K1 Ca antag	CHO-K1 Ca ag	TAAR1 ag
OCC1(Cc2ccc(F)cc2)CCCN(Cc2ccc(F)cc2Cl)C1 (stereo unspecified)	-3	-20	-6	-7	2.9	-18	0	-0.2	-1
COc1cccc(OC)c1OCCCSc1nc(C)cc(=O)[nH]1	12	-1	-3	13	-0.4	0	-15	0.2	0
CCCCN(C(=O)c1nn(C)c(=O)c2ccccc12)c1c(N)n(CC(C)C)c(=O)[nH]c1=O	11	1	-3	11	0.9	-2	-21	0.7	3
Cc1ccc(-c2csc(NC(=O)C3CC=CCC3C(=O)O)c2C(=O)OC(C)C)cc1 (stereo unspecified)	15	-12	-5	2	-1.1	-5	4	-0.2	3
Cc1ccc(C(=O)CSc2nc(C)cc(C)c2C(N)=O)cc1	-16	-3	2	-12	1.3	-11	8	1.1	1
O=C(N/N=C/c1cccs1)c1ccc2ccccc2c1	-17	-4	-4	-12	0.0	-25	2	0.1	3
O=C(Nc1ccc2c(c1)OCO2)C1CCCN(S(=O)(=O)Cc2ccccc2)C1 (stereo unspecified)	-3	-8	-5	3	-0.3	-28	13	0.5	9
O=C(O)c1cc(-c2ccc(/C=N/NC(=S)Nc3ccccc3)o2)ccc1Cl	-11	-26	-6	4	-0.2	7	-3	-0.5	-1
N#CC(C#N)=Cc1cc2ccccc2nc1N1CCOCC1	-6	-1	-5	10	-0.3	-6	-2	1.1	1
CCOc1ccc(S(=O)(=O)N2CCCCC2)cc1NC(=O)Cc1cccs1	-40	-14	-5	-1	-1.2	-14	1	1.1	-1
O=C(NNC(=O)c1cccnc1SCc1cccc([N+](=O)[O-])c1)c1cccnc1	14	-6	3	21	0.3	-2	-8	3.9	2
COc1ccc(S(=O)(=O)NCc2ccccn2)cc1NC(=O)c1ccccc1	14	1	-6	11	4.7	-11	-7	0.6	-1
N=C(CC1CC(=O)NC(=O)C1)C1=C(O)CCCC1=O	0	-2	-4	14	0.4	0	-8	0.5	-2
N#Cc1c(NC(=O)CSc2nc(-c3ccco3)cc(C(F)(F)F)n2)sc2c1CCCC2	9	-10	-4	17	-0.1	-9	-14	0.0	2
C#CCN(C[C@@H](CC(C)C)NC(=O)OC(C)(C)C)S(=O)(=O)c1ccc(Br)cc1F	51*	·	-1	18	·	·	-15	0.3	2
COc1ccc(-c2cc(C(F)(F)F)nc(N3CCN(Cc4ccccc4)CC3)n2)cc1OC	-20	-13	-3	15	-0.2	-22	-5	0.2	3
COc1cccc(CN2CCNC(=O)C2CC(=O)N(C)Cc2nc(C)cs2)c1OC (stereo unspecified)	-33	·	0	6	·	·	6	0.2	4
COc1ccc(S(=O)(=O)N2CCCC(C(=O)NCCCn3ccnc3)C2)cc1OC (stereo unspecified)	16	-7	-6	-4	1.0	-13	-13	1.1	-1
O=C1C(Cl)=C(N2CCCC2)C(=O)N1c1ccccc1F	-23	-2	-7	14	-0.6	-11	-4	0.4	-2
Cc1nc2sc3c(c2c(=O)[nH]1)CCCC3	-6	-3	-4	17	-0.5	-1	-20	0.0	0
O=C(Nc1ccccc1)N1CCN(Cc2ccc(Cl)cc2)CC1	5	-4	-6	-6	4.0	-15	-2	1.3	1
COc1ccc(C)cc1NC(=O)COC(=O)c1c(-c2ccccc2)noc1C	21	·	-5	1	·	·	-12	1.0	2
Cc1ccc(C(=O)NC(C)c2ccncc2)o1 (stereo unspecified)	-16	-7	-4	5	0.4	3	0	0.4	4
O=C(NCCO)C1COc2ccccc2O1 (stereo unspecified)	5	-13	-1	-7	0.2	-3	-11	0.0	4
COc1ccc(/C=C(\NC(=O)c2ccco2)C(=O)Nc2ccc(C(C)=O)cc2)cc1	-28	·	-1	-29	·	·	10	0.1	0
Oc1ccc(C=NNC(=S)Nc2cccnc2)nc1	1	·	-3	7	·	·	-9	0.7	4
CC(=O)NCCOC(=O)c1nn(Cc2ccccc2)c(=O)c2ccccc12	-15	-9	1	0	-1.3	-13	-3	-0.6	1
Cc1cc(C)nc(NC(=O)c2ccc(C)c([N+](=O)[O-])c2)n1	7	-3	-2	18	0.2	-9	-12	0.8	12
O=C(C[n+]1ccccc1)N/N=C/c1cccs1	-5	-3	-9	-9	0.7	1	15	-0.4	10
CCc1ccc(S(=O)(=O)NC(=S)Nc2ccccc2)cc1	8	-2	-6	0	-0.9	-15	8	0.1	12
COc1cc(CNC(C)(C)C)ccc1OCC(=O)NC(C)(C)C	-20	0	-8	-4	0.5	5	5	0.3	1
CSc1nnc(SCC2=NNC(=O)SC2)s1	-14	-5	-3	-4	0.7	-14	-4	1.1	0
Nc1cccnc1Sc1cccc(Cl)c1	-7	-2	-1	-6	-0.6	4	0	0.2	2
COc1cccc(N2CCC(N3CCN(C)C(CCO)C3)CC2)c1 (stereo unspecified)	-8	-10	-5	21	0.8	-8	-8	0.8	0
CCNC(=O)CC1C(=O)N(c2ccccc2)C(=O)N1CCC(C)C (stereo unspecified)	-17	-3	-3	9	0.4	-1	-7	0.0	4
CCOC(=O)c1ccc(S(=O)(=O)NCCNCc2ccccc2)cc1	-14	-6	-8	24	2.3	-17	-10	1.1	7
O=C(CSc1ccc(-c2ccco2)nn1)NCCc1ccccc1	-1	-8	-6	-6	-1.3	4	4	0.1	1
O=C1N=C(N2CCCCC2)S/C1=C\c1ccc(Cl)cc1	23	-2	-1	6	-0.1	4	-5	-0.7	-2
COC(CNc1cc(=O)oc2ccccc12)OC	6	-14	-2	22	2.3	-6	-11	0.7	4
CSC1CCCCC1(O)CSc1nc2c(cc1C#N)CCCC2 (stereo unspecified)	3	-5	-8	8	-1.6	-20	-11	-0.4	3
Cc1ccc(C)c(NC(=O)CC2Oc3ccccc3NC2=O)c1 (stereo unspecified)	8	1	-3	22	0.8	-9	-13	1.1	1
CC(Sc1nc2ccccc2[nH]1)C(=O)O (stereo unspecified)	14	-3	-3	2	0.2	7	15	0.2	20
COCCNC(=O)CCCCCn1c(=S)[nH]c2ccccc2c1=O	-10	1	-3	21	0.0	-6	-11	-0.1	7
CCN(CC)C(=O)C1=C(C)N(CCCN2CCCC2=O)C(=O)C(CC(=O)NCCN2CCOCC2)C1 (stereo unspecified)	2	·	-3	-8	·	·	2	-0.1	1
COc1cccc(C2/C(=C(\O)c3ccc(OC)c(OC)c3)C(=O)C(=O)N2c2cc(C)on2)c1 (stereo unspecified)	-1	-1	-2	26	0.8	-16	-16	0.3	11
CC(C)OCCCNc1ncnc2c1[nH]c1ccccc12	48	-7	2	-11	11	19	-14	16*	8
CCOC(=O)CSc1nc2c(cnn2-c2ccc(Cl)cc2)c(=O)[nH]1	-14	2	-3	4	0.6	0	-12	0.8	3
O=C(Nc1cc2c3c(c1)CC(=O)N3CCC2)c1ccc(Br)cc1	-8	-12	-4	18	-1.0	-22	0	0.6	1
CCCCCCSc1ccc([C@H]2N[C@@](Cc3ccccc3)(C(=O)OC)[C@H]3C(=O)N(C)C(=O)[C@@H]23)cc1	-6	-3	-1	-15	1.2	-26	-2	0.0	4
O=C(OCC(=O)N1CCCCC1)c1ccc(OC(F)(F)F)cc1	-9	-5	-4	3	1.0	-14	-5	0.2	5
CC(=O)c1c(C)n(-c2ccccc2)c2ccc(OCC(N)=O)cc12	-20	-6	-1	-2	-0.6	8	-1	0.4	0
COc1ccc(S(N)(=O)=O)cc1C(=O)NCCCN1CCN(c2ccccc2OC)CC1	-15	-7	-9	-1	0.9	-4	5	-0.2	-1
CC(Sc1ccc(S(=O)(=O)N2CCCCCC2)cn1)C(N)=O (stereo unspecified)	-6	·	-2	-5	·	·	11	0.9	2
CC(=O)Nc1ccc(S(=O)(=O)Nc2ccccc2C(=O)N2CCCC2)cc1	-20	-9	-4	10	0.6	0	-11	1.2	9
O=C(CSc1nnc(Cn2cnc3ccccc32)o1)c1ccccc1	1	-23	1	5	10	3	-1	4.7	14
CC(C)Cc1nc2sc3c(c2c(=O)n1N)CC(C(C)C)OC3 (stereo unspecified)	-8	-5	-1	-3	-0.2	-3	1	0.5	-3
CCCS(=O)(=O)N1CCC(C(=O)N2CCc3ccccc3C2)CC1	3	-2	-3	6	0.1	-1	-9	0.3	7
Cc1ccc(-c2nnc(-n3ncc(C#N)c3N)c3ccccc23)cc1C	-10	4	-8	-2	0.5	-13	-1	-0.5	2
CC(=O)c1ccc(NC(=O)C2CC(=O)N(Cc3ccccc3)C2)cc1 (stereo unspecified)	23	-7	-3	-12	1.1	-10	17	0.6	7
CCc1ccc(NC(=O)C(=O)N/N=C(\C)CC(=O)NCc2ccc(Cl)cc2)cc1	15	-3	-8	14	0.0	-10	-11	1.1	15

Single records, from the list above:
OCC1(Cc2ccc(F)cc2)CCCN(Cc2ccc(F)cc2Cl)C1 (stereo unspecified) across the screens: TAAR1 antagonist: -3; OXTR potentiate: -20; CHRM1 agonist: -6; M1 PAM parental: -7; V1R ag counter: 2.9; CHO parental Ca: -18; CHO-K1 Ca antag: 0; CHO-K1 Ca ag: -0.2; TAAR1 ag: -1
Oc1ccc(C=NNC(=S)Nc2cccnc2)nc1 across the screens: TAAR1 antagonist: 1; OXTR potentiate: ·; CHRM1 agonist: -3; M1 PAM parental: 7; V1R ag counter: ·; CHO parental Ca: ·; CHO-K1 Ca antag: -9; CHO-K1 Ca ag: 0.7; TAAR1 ag: 4

(next part)
SMILES	TAAR1 antagonist	OXTR potentiate	CHRM1 agonist	M1 PAM parental	V1R ag counter	CHO parental Ca	CHO-K1 Ca antag	CHO-K1 Ca ag	TAAR1 ag
Cn1nnc(NCc2cc(Br)ccc2OCc2cccs2)n1	-12	-12	-1	8	0.9	-13	-14	1.2	6
Cc1nc2c(C)cccn2c(=O)c1NC(=O)COc1ccccc1	-8	-1	-1	-21	-0.7	-5	-10	1.4	6
CC(C)[C@H](NC(=O)OCc1ccccc1)C(=O)OCC(=O)c1ccccc1	-3	-6	-5	11	0.4	-19	-12	1.2	1
NC(=O)c1nnsc1-c1ccc(-c2snnc2C(N)=O)cc1	-12	-7	-2	-7	0.4	7	-13	1.5	-1
O=C1O[C@@H](c2ccccc2)C[C@@H](O)C(=O)CCCc2ccccc21	11	·	·	6	·	·	-7	1.0	4
CC(=O)Nc1cccc(Oc2nc(NCC3CC3)nc3ccsc23)c1	3	·	0	3	·	·	2	5.3	4
COc1ccc(-c2cn3c(C)c(C(=O)NC(C)(C)C)sc3n2)cc1	-10	-6	-1	9	2.2	-5	2	1.6	4
